AmpC inh det: blocks E. coli AmpC beta-lactamase in presence of detergent; P00811; Potency, µM (titrated, usually from 28.7 µM), without a hit: at the highest dose activity change, negative = inhibition; purified AmpC, nitrocefin hydrolysis with detergent; AID 584; 71,000 tested, 0.09% active; active = well fitted curve in the direction sought with a large enough effect
Target sequence (P00811 whole entry, looked up): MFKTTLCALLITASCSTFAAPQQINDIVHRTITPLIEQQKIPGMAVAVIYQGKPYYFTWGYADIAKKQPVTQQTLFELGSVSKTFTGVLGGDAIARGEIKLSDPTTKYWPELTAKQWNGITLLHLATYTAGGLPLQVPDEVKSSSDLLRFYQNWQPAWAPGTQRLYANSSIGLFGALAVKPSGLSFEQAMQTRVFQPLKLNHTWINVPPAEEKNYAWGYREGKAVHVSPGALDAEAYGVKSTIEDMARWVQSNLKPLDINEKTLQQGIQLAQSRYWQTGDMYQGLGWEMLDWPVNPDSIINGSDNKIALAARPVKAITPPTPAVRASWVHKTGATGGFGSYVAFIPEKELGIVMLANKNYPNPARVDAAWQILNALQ
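E. coli AmpC (5.3 nM) in 20 mM phosphate pH 7.0 with 0.01% Triton X-100, preincubated 15 min RT with compound; nitrocefin (2 uL of 800 uM stock) hydrolysis followed by 480 nm absorbance every 20 s over 4 min.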
* = called active by the depositor; & = joins results of further samples; [ ] = dose if it differs, or a comment. % is scaled to controls: 0 for no effect and ±100 for the full control effect; potency is read from the fitted curve at half-maximal effect.

SMILES	AmpC inh det
COc1ccc(OC)c(NC(=O)c2cc3sccc3n2C)c1	-5%
Cc1ccc(NC(=O)CCNS(=O)(=O)c2ccc3c(c2)oc(=O)n3C)cc1C	-2%
COc1ncc2nc(CCc3ccccc3)c(=O)n(CCc3ccccc3)c2n1	21%
Cc1ccc(S(=O)(=O)N2CCCCC2)cc1C(=O)Nc1ncn[nH]1	-2%
O=C(Nc1cccnc1)Nc1ccccn1	5%
O=C(Cn1nc(C(F)F)cc1C1CC1)NCCC1=CCCCC1	-5%
O=C(CC(C(=O)O)C1CCCO1)NCc1ccccc1 (stereo not given)	11%
Cc1cc(C)n(-c2cc(C)c(C)cc2Br)n1	0%
CCOC(=O)Cc1nnc(NC(=O)CSc2ccccc2)s1	-4%
O=C(NCCc1ccccn1)C1CCCN(S(=O)(=O)Cc2ccccc2)C1 (stereo not given)	-3%
c1ccc2c(c1)[nH]c1nc(SCCN3CCOCC3)nnc12	-2%
O=[N+]([O-])c1c2ccccc2cc2ccccc12	16%
O=C1C2ON(c3ccccc3)C(c3ccccc3F)C2C(=O)N1c1ccccc1 (stereo not given)	8%
O=c1cc(N2CCN(c3ccccc3)CC2)[nH]c(=O)n1Cc1ccc(F)cc1	13%
CC(=O)Nc1ccc(-c2nc3c(C)cccc3[nH]2)cc1	-5%
CCOC(=O)Cc1csc(NC(=O)CSc2nnc(-c3ccc(OC)cc3)n2C)n1	-1%
Cc1nnc(SC(C)C(=O)Nc2ccc(Cl)cn2)n1Cc1ccccc1 (stereo not given)	-3%
CN1[C@@H](CC(=O)c2ccccc2)CCC[C@@H]1C[C@@H](O)c1ccccc1	0%
COc1ccccc1C(=O)N1CCC(C(=O)c2ccc(F)cc2)CC1	-2%
CCOc1ccc2c(c1)c1nnc(SCC(=O)N3CCCCC3C)nc1n2C (stereo not given)	-2%
CN1/C(=C\C(=O)COC(=O)Cn2nnc(-c3ccccc3)n2)C(C)(C)c2ccccc21	-1%
COC(=O)n1c(=O)oc2ccccc21	0%
C=C(Br)Cn1c(CC(C)C)nc2ccccc21	19%
c1ccc(CCc2nn3c(Cn4nnc5ccccc54)nnc3s2)cc1	-5%
NCc1cc(=O)[nH]o1	-2%&0%
CCCCOC(=O)c1cccc(NC(=O)CCC(=O)O)c1	7%
CS(=O)(=O)N(CC(=O)O)c1cc(Cl)cc(Cl)c1	-6%
FC(F)(F)c1ccc(N2CCN(c3cc(-c4ccccc4)nc4ncnn34)CC2)nc1	-3%
CCOC(=O)c1oc2ccccc2c1CN1CCN(c2ccccc2)CC1	0%
O=C(CN1C(=O)C2C3C=CC(C3)C2C1=O)NCCc1ccccc1Cl (stereo not given)	-2%
CCOC(=O)c1cnc(SCc2ccccc2)nc1N	-3%
COc1ccc(N(CC(=O)NCc2ccco2)S(C)(=O)=O)cc1	-6%
CCOC(=O)c1c(NC(=O)Cc2cccs2)sc2c1CCCC2	-6%
COc1cc(CC(=O)Nc2sccc2C(N)=O)cc(OC)c1OC	-7%
O=C(CCC(=O)N(CC(=O)NC1CCCCC1)c1ccc2c(c1)OCO2)Nc1ccccn1	7%
COc1cccc(Nc2nc(N)nc(C(F)(F)F)n2)c1	10%
O=C(O)Cc1ccc(-c2ccccc2)cc1	1%[12.8 µM]
Cc1cc(N2CCOCC2)nc(NCc2ccccc2)n1	-2%
CN(C)c1ncc2ncc(=O)n(CCC#N)c2n1	-5%
O=C(c1cc2cc(Cl)cc(Cl)c2oc1=O)N1CCOCC1	0%
CCS(=O)(=O)c1ccc(NC(=O)c2ccccc2Cl)c(O)c1	10%
N=c1n(CCO)c2ccccc2n1CCOc1ccccc1	-3%
CC(C)c1ccc2oc(=O)cc(CN3CCN(c4ccccc4)CC3)c2c1	-2%
Cc1cccc(N2C(=O)CC(N3CCOCC3)C2=O)c1 (stereo not given)	9%
Cc1nnc(SCC2=C(C(=O)O)N3C(=O)[C@@H](NC(=O)Cn4cnnn4)[C@@H]3SC2)s1	-1%[12.8 µM]
COc1ccc(-c2nc(C3CCCCC3)no2)cc1OC	31%
Cc1ccccc1NC(=O)C1CCCN1C(=O)NC1CCCCC1 (stereo not given)	10%
CC(C)C(=O)Nc1cc(C(F)(F)F)ccc1N1CCOCC1	-1%
CCCn1c(=O)c2ccccc2n2c(SCc3cc(=O)n4ccsc4n3)nnc12	-4%
O=C(Nc1ccc(C(=O)N2CCCC2)cc1)c1ccccc1F	-1%
O=C(c1cc2n(n1)C(C(F)(F)F)CC(c1ccco1)N2)N1CCN(c2ccccn2)CC1 (stereo not given)	-2%
COc1ccc(OCc2cccc(C(=O)N3CCCC3)c2)cc1	-5%
COc1ccc(N(CC(=O)NCCSc2ccccn2)S(C)(=O)=O)cc1Cl	2%
CC(=O)c1cccc(NC(=O)c2ccco2)c1	-3%
CCOC(=O)C1=C(C)N=C2SC(C)C(=O)N2C1c1ccc(OC(C)=O)c(OCC)c1 (stereo not given)	0%
Cc1ccccc1-n1nnnc1SCC(N)=O	3%
COc1ccc(OC)c(NC(=O)C2CCN(S(=O)(=O)c3cccs3)CC2)c1	11%
CCOc1ccc(Cl)cc1/C=N/O	10%
CC1(C(=O)NCC2CC2)C=CC2(CCCCC2)N1C(=O)c1ccccc1 (stereo not given)	11%
Cc1ccc2c(c1)CC1(CN2C)C(=O)NC(=O)N(C(C)C)C1=O (stereo not given)	1%

Carrying on:
SMILES	AmpC inh det
CCOC(=O)N1CCN(C(=O)CN(c2cccc(C)c2)S(=O)(=O)c2ccccc2)CC1	7%
O=C(O)C1Cc2c([nH]c3ccccc23)C(c2ccc3c(c2)OCO3)N1 (stereo not given)	11%
CN(C)c1cccc2c(S(=O)(=O)Nc3ccccn3)cccc12	-1%
Cc1ccc(S(=O)(=O)N2CCCCC2C(=O)NCc2ccco2)cc1 (stereo not given)	7%
COc1cccc(-n2nnc3c(=O)n(CC(=O)N4CCC(Cc5ccccc5)CC4)cnc32)c1	-1%
CCN(CCCNC(=O)C1CCCN(S(=O)(=O)CC)C1)c1cccc(C)c1 (stereo not given)	-2%
CC(=O)CC1OC(=O)C(Br)=C1NCc1ccccc1 (stereo not given)	-3%
O=c1cccc2n1C[C@H]1C[C@@H]2CN(CCO)C1	-2%
COc1ccccc1-c1nnc(SCC(=O)OC(C)C)o1	-4%
CCOC(=O)N1CCN(S(=O)(=O)c2cc(Br)cc3c2N(C(=O)C2CC2)CC3)CC1	-5%
O=S(=O)(NC1CC1)c1cccc(S(=O)(=O)N2CCCC2)c1	0%
CCn1cc(C(=O)OCc2cccc(Br)c2)c(=O)c2ccc(C)nc21	-2%
COc1ccc(S(=O)(=O)N2CCC(C(=O)Nc3ccccc3C)CC2)c2cccnc12	-4%
COc1ccc(-n2c(C)c(C(C)=O)c(C(C)=O)c2C)cc1OC	8%
COCCn1c(=O)c(-c2cccs2)nc2cnc(Oc3cccc(Cl)c3)nc21	-2%
COc1cccc(CNCC(=O)N2C(C)CCCC2C)c1 (stereo not given)	13%
CC(=O)Nc1cccc(NC(=O)CSc2nnc(Cc3cccn3C)n2CCc2ccccc2)c1	-5%
Cn1nc(C(=O)NCC2CCCO2)c2ccccc2c1=O (stereo not given)	-5%
CC(C)(C)C1CCC(OC(=O)c2ccncc2)CC1 (stereo not given)	-1%
CC(=NCc1ccco1)c1c(O)n(C2CCCCC2)c(=O)[nH]c1=O	-1%
CN(C)S(=O)(=O)N(CC(=O)Nc1ccccc1C(F)(F)F)c1ccccc1	-5%
CCc1cc2c(=O)c(-c3nc4ccccc4[nH]3)coc2c(CN2CCCC(C)C2)c1O (stereo not given)	7%
O=C(Cn1cnc2c(nnn2Cc2ccc(Cl)cc2)c1=O)N1CCN(c2ccccc2)CC1	11%
O=C(NCCC1=CCCCC1)C1CCCN(S(=O)(=O)c2cnc[nH]2)C1 (stereo not given)	17%

A portion taken from the entries so far, for reference:
SMILES	AmpC inh det
CCOC(=O)N1CCN(C(=O)CN(c2cccc(C)c2)S(=O)(=O)c2ccccc2)CC1	7%
O=C(O)C1Cc2c([nH]c3ccccc23)C(c2ccc3c(c2)OCO3)N1 (stereo not given)	11%
CN(C)c1cccc2c(S(=O)(=O)Nc3ccccn3)cccc12	-1%
Cc1ccc(S(=O)(=O)N2CCCCC2C(=O)NCc2ccco2)cc1 (stereo not given)	7%
COc1cccc(-n2nnc3c(=O)n(CC(=O)N4CCC(Cc5ccccc5)CC4)cnc32)c1	-1%
CCN(CCCNC(=O)C1CCCN(S(=O)(=O)CC)C1)c1cccc(C)c1 (stereo not given)	-2%
CC(=O)CC1OC(=O)C(Br)=C1NCc1ccccc1 (stereo not given)	-3%
O=c1cccc2n1C[C@H]1C[C@@H]2CN(CCO)C1	-2%
COc1ccccc1-c1nnc(SCC(=O)OC(C)C)o1	-4%
CCOC(=O)N1CCN(S(=O)(=O)c2cc(Br)cc3c2N(C(=O)C2CC2)CC3)CC1	-5%
O=S(=O)(NC1CC1)c1cccc(S(=O)(=O)N2CCCC2)c1	0%
CCn1cc(C(=O)OCc2cccc(Br)c2)c(=O)c2ccc(C)nc21	-2%
COc1ccc(S(=O)(=O)N2CCC(C(=O)Nc3ccccc3C)CC2)c2cccnc12	-4%
COc1ccc(-n2c(C)c(C(C)=O)c(C(C)=O)c2C)cc1OC	8%
COCCn1c(=O)c(-c2cccs2)nc2cnc(Oc3cccc(Cl)c3)nc21	-2%
COc1cccc(CNCC(=O)N2C(C)CCCC2C)c1 (stereo not given)	13%
CC(=O)Nc1cccc(NC(=O)CSc2nnc(Cc3cccn3C)n2CCc2ccccc2)c1	-5%
Cn1nc(C(=O)NCC2CCCO2)c2ccccc2c1=O (stereo not given)	-5%
CC(C)(C)C1CCC(OC(=O)c2ccncc2)CC1 (stereo not given)	-1%
CC(=NCc1ccco1)c1c(O)n(C2CCCCC2)c(=O)[nH]c1=O	-1%
CN(C)S(=O)(=O)N(CC(=O)Nc1ccccc1C(F)(F)F)c1ccccc1	-5%

(listing goes on)
SMILES	AmpC inh det
Clc1ccccc1-c1nc(Nc2ccncc2)c2ccccc2n1	7%
CCOC(=O)C1CCCN(CC(=O)Nc2c(C(=O)OC)[nH]c3ccc(C)cc23)C1 (stereo not given)	-3%
COc1cc(C2C3=C(CC(C)(C)CC3=O)Nc3c2c(=O)[nH]c(=O)n3Cc2ccccc2)ccc1O (stereo not given)	-1%&-1%
COc1ccc(N(CC(=O)N2CC=C(c3ccccc3)CC2)S(=O)(=O)c2c(C)noc2C)cc1	13%
O=C(CCCCCN1C(=O)c2ccccc2C1=O)NCc1ccco1	1%
Cc1cc(Cl)cc2c1NC(=O)[C@]21[C@@H]2C(=O)N(Cc3ccccc3)C(=O)[C@@H]2[C@@H]2CCCN21	-2%
CCN1CCCC1CNC(=O)Cn1cccc1C(=O)c1ccccc1 (stereo not given)	0%
CCS(=O)(=O)N1CCN(CC2CC3C=CC2C3)CC1 (stereo not given)	-3%
Cc1cccc(-c2c3c(=O)n(C)c(=O)n(C)c3c3cccnn23)c1	1%
Cn1c(=O)n(CC(=O)N2CCC3(CC2)OCCO3)c(=O)c2ccccc21	-2%
O=c1[nH]c(=O)n(CCOc2ccc(Cl)cc2)cc1Br	0%
CCOC(=O)CS(=O)(=O)c1nc(-c2ccccc2)cc(C(F)(F)F)n1	-8%
CCc1cc2c(NC(C(=O)O)C(C)C)ncnc2s1 (stereo not given)	-4%
N[C@H](CCCC(=O)O)C(=O)O	-3%
O=C(NCc1cccnc1)c1ccc2c(c1)OCO2	9%
CN(C)[C@@H]1C(=O)C(C(N)=O)=C(O)[C@]2(O)C(=O)C3=C(O)c4c(O)ccc(Cl)c4[C@H](O)[C@H]3C[C@@H]12	-2%[12.8 µM]
OCCO	9%
CCc1ccccc1NS(=O)(=O)c1ccc2[nH]cc(C(=O)NCC3CCCO3)c(=O)c2c1 (stereo not given)	0%
COc1ccc(N2CC(C(=O)NCCCN3CCOCC3)CC2=O)cc1 (stereo not given)	-1%
O=C(NCCN1CCOCC1)c1cc(-c2cccs2)on1	-3%
CCOC(=O)c1sc2nc(SCC#N)n(CC3CCCO3)c(=O)c2c1C (stereo not given)	-5%
COc1nc(-c2ccccc2)ccc1-c1noc(-c2ccc(F)cc2)n1	-2%
O=C(c1cccc(C(F)(F)F)c1)N1CCCC1	-1%
O=C(NC1=NCCS1)c1ccc(OCC2CCCO2)cc1 (stereo not given)	14%
O=C1C(c2ccc(F)cc2)N(Cc2ccc3c(c2)OCO3)C(=O)CN1C1CCCC1 (stereo not given)	1%
COc1cc(OC)nc(NC2OC(=O)c3ccccc32)n1 (stereo not given)	-2%
COc1ccc(OCCCC(=O)N2CCCc3ccccc32)cc1	-4%
Cc1nc(N2CCN(S(=O)(=O)c3cccc4nonc34)CC2)c2c3c(sc2n1)CCCC3	-2%
Cc1ccc(OCc2nc(C#N)c(NCc3ccco3)o2)cc1	-1%
COC(=O)C1=C(N)OC2=C(C(=O)CCC2)C1c1cccs1 (stereo not given)	-6%
COc1cccc(C2N(c3ccc(Cl)cc3)C(=O)C3CCCN32)c1 (stereo not given)	5%
O=C(c1ccco1)N1CCC2(CC1)CN(c1ccc(-c3ccccc3)cc1)C2	0%
Cn1c2c(c(=O)n(C)c1=O)C(CC(=O)Nc1ccccc1)C(=O)N2 (stereo not given)	0%
Cc1onc(-c2ccccc2Cl)c1C(=O)N(C)C1CCCCC1	9%
COc1ccc(N2CCN(c3ccc(NC(=O)c4ccc5c(c4)OCO5)cc3C#N)CC2)cc1	-1%
CN1CCc2c(sc3c2C(=O)NC(c2cn(Cc4ccccc4)c4ccccc24)N3)C1 (stereo not given)	3%
CC(=O)c1ccc(N2CCN(C(=O)c3cc4c(=O)n(C)c5ccccc5c4n3C)CC2)cc1	15%
CCCc1nc2scc(-c3ccccc3)c2c(=O)n1N	-2%

Screening data as filed in PubChem.

An excerpt; count on the stated rates, not on these rows.
